Cav32 inh: Cav3.2 calcium influx blockers – cell-based, Fluo-4 calcium fluorescence, FDSS, MLSMR library, primary screen; Voltage-dependent T-type calcium channel subunit alpha-1H (Homo sapiens), O95180; Cav3.2-expressing cells; active compounds read low; B-score at 10 µM; hit rate 4% among 100,000; AID 449739, 2010;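 active means single-dose well whose peak fluorescence ratio is a statistical outlier from its plate by either plate-standardised score or position-corrected B-score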
The depositor's hits bear a star. Not all compounds are listed; the hit share may differ from the screen's.

Cav32 inh	canonical_smiles
-2.8	COc1ccc(-c2oc3c4c(cc(OC)c3c(=O)c2CC=C(C)C)OC(C)(C)C=C4)c(OC)c1
0.47	COc1ccc(C)cc1-n1nnnc1SCC1CCCO1 (stereo not given)
0.31	CN(C)CCCOC(=O)c1ccccc1
-1.6	CCCCOC(=O)CSc1nc2c(cc1C#N)C(=O)CC(C)(C)C2
-1.6	COCc1c(C(=O)OCC(=O)N2c3ccccc3CC2C)oc2ccccc12 (stereo not given)
0.32	Cc1cccc(NC(=O)CCC(=O)NCCO)c1
0.86	COC(=O)CN(c1ccccc1OC)S(=O)(=O)c1ccccc1
-1.6	O=C(Nc1ccccc1)c1ccc(N2CCN(c3ccccn3)CC2)c(S(=O)(=O)N2CCOCC2)c1

Single values from above:
Cav32 inh result of CCCCOC(=O)CSc1nc2c(cc1C#N)C(=O)CC(C)(C)C2 is entered as -1.6
Cav32 inh result of COC(=O)CN(c1ccccc1OC)S(=O)(=O)c1ccccc1 is entered as 0.86
Cav32 inh result of COc1ccc(C)cc1-n1nnnc1SCC1CCCO1 (stereo not given) is entered as 0.47
Cav32 inh result of Cc1cccc(NC(=O)CCC(=O)NCCO)c1 is entered as 0.32

The list continues.
Cav32 inh	canonical_smiles
0.91	COc1ccc(Nc2cc(C(=O)NCCCN3CCN(C)CC3)c3ccccc3n2)cc1OC
-0.3	CC(C)CNC(=O)c1cccc(NC(=O)C2CCCO2)c1 (stereo not given)
-2	CC(C(=O)N(C1CC1)C1(C(=O)Nc2ccccc2)CCCC1)N1C(=O)c2ccccc2C1=O (stereo not given)
0.84	Cc1ccc(C)c(OCc2nnc(N)s2)c1
-1.6	COc1ccc(Nc2oc(COc3cccc(C)c3)nc2C#N)cc1
-0.49	c1ccc(-c2cnc(-c3cccnc3)o2)cc1
-1.3	O=C(NCCCN1CCc2ccccc2C1)Nc1ccc(Cl)cc1
0.11	O=C1C2CCC(C(O)C2)N1Cc1ccccc1 (stereo not given)

Random excerpt: 5 entries already listed.
Cav32 inh	canonical_smiles
0.84	Cc1ccc(C)c(OCc2nnc(N)s2)c1
-0.3	CC(C)CNC(=O)c1cccc(NC(=O)C2CCCO2)c1 (stereo not given)
-1.3	O=C(NCCCN1CCc2ccccc2C1)Nc1ccc(Cl)cc1
0.91	COc1ccc(Nc2cc(C(=O)NCCCN3CCN(C)CC3)c3ccccc3n2)cc1OC
-2	CC(C(=O)N(C1CC1)C1(C(=O)Nc2ccccc2)CCCC1)N1C(=O)c2ccccc2C1=O (stereo not given)

(next part)
Cav32 inh	canonical_smiles
0.84	CCOC(=O)CN(C(=O)CSc1nnc2c(n1)[nH]c1c(C)cc(C)cc12)c1ccccc1
0.049	N#Cc1cc2c(=O)n3ccccc3nc2n(CCCn2ccnc2)c1=N
0.16	COc1ccc2c(=O)c(-c3ccccc3)coc2c1
-0.75	COc1ccc(-c2oc(/N=C/N3CCCC3)c(C#N)c2-c2ccc(OC)cc2)cc1
0.12	O=C1NC(=Nc2cccc(Cl)c2)SC1Cc1cccc(Cl)c1Cl (stereo not given)
0.059	COc1ccccc1N(CC(=O)Nc1ccccc1C(=O)NC(C)C)S(C)(=O)=O
-0.77	O=S(=O)(NCc1ccc(Cl)cc1)c1ccc(Cl)nc1
-1.2	Cc1c(OCC(F)(F)F)ccnc1CSc1nc2ccccc2[nH]1
0.018	O=C(Cn1cnc2ccccc21)Nc1ccc(C(=O)O)cc1
-0.45	Cc1cc(Nc2ccccc2F)n2ncnc2n1
-0.81	O=C(Nc1ccc(Cl)cc1-c1nc2ccccc2s1)c1ccco1
-0.015	O=C(CSc1ncnc2ccccc12)NCc1ccco1
0.088	CCc1cc2cc3c(cc2nc1SCC(=O)Nc1nccs1)OCO3
0.55	COc1ccc(NC(=O)c2ccc(C)cc2Cl)c([N+](=O)[O-])c1
0.13	Cc1ccc(CC(=O)N2CCOCC2)cc1
0.28	Cc1ccc(C(=O)Nc2ncc3c(n2)CC(c2ccco2)CC3=O)cc1 (stereo not given)
-5*	CC(C)(C)C(=O)Cn1c(=N)n(Cc2ccccc2Cl)c2ccccc21
0.23	Cc1ccccc1NC(=O)c1nc[nH]c1C(=O)NCc1ccccc1
1.1	C/C(Cl)=C/CSc1nnc2n(N)c(=O)c3ccccc3n12
-0.98	CS(=O)(=O)N1CCc2cc(S(=O)(=O)N3CCN(Cc4ccc5c(c4)OCO5)CC3)ccc21
-4.6*	Cc1ccc(SCCNC(=O)c2ccc(C)c(S(=O)(=O)Nc3cccc(C)c3)c2)cc1
-2.7	CCOc1cc(/C=C2/C(=O)ON=C2C)ccc1OCc1ccc(F)cc1
-1.7	COc1ccc(C2c3c(oc4ccccc4c3=O)C(=O)N2CCCN2CCOCC2)cc1 (stereo not given)
-2.9	CC1(C)C=Cc2c(ccc3c2OC[C@@H](c2ccc(O)cc2O)C3)O1
-0.27	O=C(CSc1ccc2nnc(-c3ccncc3)n2n1)NCc1ccco1
0.05	CCC(C)NC(=O)c1ccc(CS(=O)(=O)c2ccc(OC)cc2)o1 (stereo not given)
0.16	CCCCCCCCOC(=O)C1=C(C)Nc2nnnn2C1c1cccs1 (stereo not given)
0.14	COc1ccccc1C(=O)Nc1ccc2c(c1)nc1n2CCSC1
0.22	O=C1c2ccccc2S(=O)(=O)N1Cc1cccc(S(=O)(=O)N2CCOCC2)c1
1	CN1CCN(C(=O)C2CC(=O)N(c3ccc(F)c(Cl)c3)C2)CC1 (stereo not given)
1.2	CCc1nc(NCc2cccnc2)c2oc3ccccc3c2n1
-1.2	O=C(CSc1nc2c(c(=O)n1-c1ccc(Cl)cc1)SCC2)N1CCOCC1
0.0088	CCC(C)(C)NC(=O)c1cc(OC)c(OC)cc1[N+](=O)[O-]
1.2	COc1ccc(C2NC(C(=O)O)CS2)cc1COCC(F)(F)F (stereo not given)
0.44	CC1(C)CC(=O)C=C(Nc2ccc(F)cc2)C1
-2.5	COc1ccc(SC[C@H](CC(C)C)N2CCN(CCc3ccccc3)CCC2=O)cc1
0.49	CN(C)C=NCCn1c(N2CCOCC2)nc2c1c(=O)n(C)c(=O)n2C
-5.6*	CCn1c(CSCc2ccc(C)cc2)nnc1SCC(=O)N1CCN(c2ccccc2)CC1
-0.32	NC(=O)C1CCN(C(=O)c2ccc(-c3ccccc3)cc2)CC1
-0.9	CCCn1c(-c2cccnc2Cl)nc2cc(Cl)c(Cl)cc21
-2.2	Cc1cccc(N2CCN(C(=O)COc3cc(=O)n(C)c4ccccc34)CC2)c1C
1.3	O=C1CC2(CCCCC2)Oc2ccccc21
0.012	O=C(O)c1ccc2c(c1)C(=O)N(c1ccc(Cl)cn1)C2=O
-0.44	COc1cc(C)nc(Oc2ccc(/C=N/O)cc2)n1
-1.4	CCSC1(SCC)N=C(N)C2(C#N)C(c3ccc(OC)c(OC)c3OC)C12C#N (stereo not given)
1.1	CN(C)/C=N/C(=S)Nc1ccc(Br)cc1F
1.2	CCOc1ccccc1NC(=O)C1CCN(S(=O)(=O)c2ccc(OC)c(OC)c2)CC1
0.0069	Cc1ccc(S(=O)(=O)NCCN2CCOCC2)cc1
-4	O=C(Nc1ccc(Cl)c(C(F)(F)F)c1)NC1CC2CCCC(C1)N2C1CC1 (stereo not given)
-0.57	O=C(CN1CCN(c2ccccc2)CC1)N1CCc2[nH]c3ccccc3c2C1
0.039	CCc1nc(-c2ccccc2O)n(-c2ccccc2)n1
-0.018	CCOC(=O)CNS(=O)(=O)c1ccc(S(=O)(=O)N2CCCC2)cc1
-1.9	CCOc1cc(CNc2cccc3ccccc23)cc(Br)c1OCC(=O)NC(C)(C)C
1.7	O=C(CS(=O)(=O)c1cn(Cc2ccc(Cl)cc2)c2ccccc12)N1CCCC1
0.24	Cc1ccccc1Nc1nnc(SCC(=O)NCc2ccco2)s1
-3.9	Cc1nn(Cc2ccc(F)cc2)c(C)c1NC(=O)c1cnn2c1NC(c1cccs1)CC2C(F)(F)F (stereo not given)

(list continues)
Cav32 inh	canonical_smiles
-0.84	CC(=O)C(Sc1nc(-c2ccc(F)cc2)nc2c1c(=O)n(C)c(=O)n2C)C(C)=O
0.92	CCOC(=O)c1nc(C)n(-c2ccc(Cl)cc2)n1
-2.2	CCOc1ccc(N(CC(=O)Nc2cccc(Cl)c2)S(=O)(=O)c2c(C)noc2C)cc1
0.22	CCOc1ccc(NC(=O)CC2C(=O)N(c3ccccc3)C(=O)N2CCOC)cc1 (stereo not given)
1.5	Cn1cc(C(=O)OCC2CCN(CCNS(C)(=O)=O)CC2)c2ccccc21
1.5	CCOC(=O)c1cc(NC(=O)N(CC)CC)c(C)nc1C
0.026	COCCNC(=O)c1cc(-c2ccccc2)nn1CC1CC(c2cccc([N+](=O)[O-])c2)=NO1 (stereo not given)
0.2	Cn1c(CCNC(=O)c2ccco2)nc2cc(NC(=O)NC3CCCCC3)ccc21
-0.31	N#CCCn1c(=S)[nH]c2ccccc21
-2.8	COCCOC(=O)c1c(C)oc2ccc(NS(=O)(=O)c3ccccc3)cc12
-0.18	CC1CCc2nn(CC(=O)NCCCN3CCCC3=O)cc2C1 (stereo not given)
-0.24	Cc1cc(C)nc(N/N=C/c2ccccc2)n1
0.18	Cc1occc1-c1nnc(SCc2nnc(-c3ccc(Cl)cc3)o2)n1C
-0.65	O=C(C1=C[C@H](c2csc3ccccc23)C[C@H](OCc2ccc(CO)cc2)O1)N1CCOCC1
0.11	Cc1c(Br)cc(C(=O)O)c(C)c1C
0.55	CCn1c(SCC(=O)c2cccs2)nnc1-c1cccs1
-0.018	CCSc1nnc(NC(=O)C(Cc2ccccc2)n2cccc2)s1 (stereo not given)
-1.4	N#Cc1c2n(c(=S)n(-c3ccccn3)c1=O)CCCCC2
-0.42	Cc1cn(C(=O)CN2C(=O)c3ccccc3C2=O)c(C)n1
-0.73	C(=N\n1cnnc1)/c1ccc(OCc2cccc3ccccc23)cc1
-0.068	N#Cc1nc(COc2ccccc2Cl)oc1NCc1cccnc1
0.96	Cc1cc(-c2cccs2)c2c(n1)sc1c(=O)[nH]c(=O)[nH]c12
-2.9	Cc1ccc2[nH]c3c(N4CCc5ccccc5C4)ncnc3c2c1
0.031	COc1ccc(CNC(=O)Nc2ccc(C)cc2)cc1
-2.7	N#CCC1c2ccccc2CCN1C(=O)Nc1ccc(Cl)cc1 (stereo not given)
0.61	COc1ccccc1CNC(=O)C1=C(C)C(=O)OC12CCC(C)CC2 (stereo not given)
-0.71	O=C(CN1C(=O)C2C3C=CC(C3)C2C1=O)NCc1ccco1 (stereo not given)
-2.1	O=C(Nc1ccc(F)cc1F)c1cccn1-c1ncc(C(F)(F)F)cc1Cl
0.05	COc1ccccc1C1C(C(=O)c2cc3ccccc3o2)=C(O)C(=O)N1CCN1CCOCC1 (stereo not given)
-0.21	Cc1cc(C)n2cc(CSc3nnnn3-c3ccccc3)nc2n1
-5.5*	C/C(=N\NC(=O)c1cccc(Cl)c1)c1cccc(NC(=O)c2ccco2)c1
2.6	CCOC(=O)c1oc2c(CN3CCN(C)CC3)c(O)ccc2c(=O)c1-c1ccccc1OC
0.22	CCN(CC)c1nc(C)nc2c1cnn2CCc1ccccc1
-0.23	Cc1nc2ncnn2c(C)c1CCC(=O)NCc1ccco1
-1.1	O=C(NC1CC1)C1=C[C@H](c2ccc(Br)cc2)C[C@H](OCc2ccc(CO)cc2)O1
0.23	CCOC(=O)NC(c1ccccc1)C1CCCCC1=O (stereo not given)
1.3	COC(=O)c1sccc1-n1cccc1C(=O)NCc1ccccc1
-0.92	CCc1ccc(Cn2nnc(C(=O)Nc3cccc(C)c3)c2N)cc1
-0.26	CCSc1nc(C(F)(F)F)cc(=O)n1-c1ccccc1
0.74	Cc1nc2ccccc2n1CC(=O)NCCN1CCCC1

Among those listed so far, these have a COOH group:
Cav32 inh	canonical_smiles
0.018	O=C(Cn1cnc2ccccc21)Nc1ccc(C(=O)O)cc1
1.2	COc1ccc(C2NC(C(=O)O)CS2)cc1COCC(F)(F)F (stereo not given)
0.012	O=C(O)c1ccc2c(c1)C(=O)N(c1ccc(Cl)cn1)C2=O
0.11	Cc1c(Br)cc(C(=O)O)c(C)c1C

New compounds follow.
Cav32 inh	canonical_smiles
-0.84	O=c1c2ccccc2c(-c2ccccc2)nn1-c1ccc(Cl)c(Cl)c1
0.51	Cc1ccc(-c2nnc(-c3ccc(NC(=O)c4cccs4)cc3)o2)cc1
0.33	CCc1nc(C)cn1S(=O)(=O)c1cc(C)c(OC)c(C)c1C
0.59	COc1ccc(C(=O)COC(=O)CN2C(=O)C3C4C=CC(C4)C3C2=O)cc1 (stereo not given)
-0.91	Cc1cc(O)c(Oc2cc(C)cc(O)c2O)c(O)c1
-0.48	COc1ccc(N2CCN(Cc3cc(=O)oc4cc(C)c(Cl)cc34)CC2)cc1
0.16	Cc1ccc(C)c(NC(=O)c2ccc3ccccc3n2)c1
-0.39	COc1ccc(OC)c(C2N(c3cc(C)on3)C(=O)C3CCCN32)c1 (stereo not given)

Three of the compounds above, in markdown:
| Compound | Cav32 inh |
| --- | --- |
| Cc1cccc(N2CCN(C(=O)COc3cc(=O)n(C)c4ccccc34)CC2)c1C | -2.2 |
| O=C1CC2(CCCCC2)Oc2ccccc21 | 1.3 |
| O=C(O)c1ccc2c(c1)C(=O)N(c1ccc(Cl)cn1)C2=O | 0.012 |

(next part)
Cav32 inh	canonical_smiles
0.086	CN1CCc2nc(SCc3ccc(C(C)(C)C)cc3)c(C#N)cc2C1
0.93	Cn1c(SCC(=O)c2ccccc2)nnc1-c1ccco1
-0.018	Cc1cc(C)n(C(=O)c2c([N+](=O)[O-])c(C)nn2C)n1
-2.3	COc1ccccc1-c1nn2c(C3COc4ccccc4O3)nnc2s1 (stereo not given)
0.48	COC(=O)N/N=C\C=C\c1ccc2c(c1)OCO2
-1.8	COc1ccc(C(=O)Oc2ccc(/C=N/O)cc2)cc1
-2.6	Fc1cccc(Cn2ccc(-c3ccc4c(c3)OCO4)n2)c1
1.1	CC(=O)c1c(C)[nH]c(C(=O)CSc2nc3ccccc3c(=O)n2CCCN2CCOCC2)c1C
0.2	O=C(C1CCCN(S(=O)(=O)c2cccc3cccnc23)C1)N1CCc2ccccc21 (stereo not given)
0.45	Cc1ccc(NC(=O)CSc2nnc(CN3CCOCC3)n2-c2ccccc2)cc1
-1.4	CCOC(=O)c1sc(C)c2c1NC(C)(c1ccccc1)NC2=O (stereo not given)
0.51	CCCCCCCCCOC(=O)C(CC(=O)O)N1CCOCC1 (stereo not given)

Compound activity from PubChem.
